# LYPLA2 counter: LYPLA2 inhibitors, primary screen, counter-screen for PME1 inhibitor project, biochemical, fluorescence polarization, FP-Rh probe ABPP. Acyl-protein thioesterase 2 (Homo sapiens), O95372. recombinant LYPLA2. inhibition, % at 5.9 µM. 0.38% of 320,000 active. AID 2177, 2009;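 active = inhibition above the screen-wide mean plus 3 SD, limit set per campaign, cut at about 26% in these data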;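 also: 0% = LYPLA2 with DMSO and 100% = wells lacking LYPLA2 enzyme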
# Target sequence (O95372 whole entry, looked up): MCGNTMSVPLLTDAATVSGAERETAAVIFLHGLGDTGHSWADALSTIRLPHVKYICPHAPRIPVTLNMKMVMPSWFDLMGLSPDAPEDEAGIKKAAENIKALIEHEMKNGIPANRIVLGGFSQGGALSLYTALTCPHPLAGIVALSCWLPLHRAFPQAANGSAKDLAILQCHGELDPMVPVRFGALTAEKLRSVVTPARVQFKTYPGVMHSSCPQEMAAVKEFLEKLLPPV
# LYPLA1 counter: LYPLA1 inhibitors, primary screen, counter-screen for PME1 inhibitor project, biochemical, fluorescence polarization, FP-Rh probe ABPP | inhibition, % at 5.9 µM | recombinant LYPLA1 | Acyl-protein thioesterase 1 (Homo sapiens), O75608 | 0.16% of 320,000 active;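 active = inhibition above the mean of all tested compounds plus 3 SD, set per campaign, cut at about 14% in these data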;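 also: inhibitors block serine hydrolase probe labeling of LYPLA1 so polarization falls; 0% = enzyme with DMSO and 100% = wells lacking LYPLA1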
# GSTO1 counter: inhibitors of recombinant GSTO1, primary screen, counter-screen for RBBP9 inhibitor project, biochemical, fluorescence polarization; Glutathione S-transferase omega-1 (Homo sapiens), P78417; activity-based probe fluorescence polarization; inhibition, % at 5.96 µM; 1.1% of 300,000 active; AID 1974, 2009;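 active = inhibition above the campaign mean inhibition plus 3 SD, cut at about 35% in these data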;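 also: 0% = GSTO1-1 with DMSO and 100% = wells lacking GSTO1-1 enzyme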
# Target sequence (P78417 whole entry, looked up): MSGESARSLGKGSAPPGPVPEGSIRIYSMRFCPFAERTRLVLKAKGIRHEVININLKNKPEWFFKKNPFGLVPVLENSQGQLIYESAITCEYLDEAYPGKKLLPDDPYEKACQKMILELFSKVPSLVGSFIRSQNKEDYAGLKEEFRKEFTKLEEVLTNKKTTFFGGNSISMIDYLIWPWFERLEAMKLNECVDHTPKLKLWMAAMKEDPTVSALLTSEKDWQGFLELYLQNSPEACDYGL
# PREPL inh: PREPL enzyme inhibitors, primary screen, biochemical, fluorescence polarization; Prolyl endopeptidase-like (Homo sapiens), Q4J6C6; inhibition, % at 5.96 µM; 0.68% of 320,000 active; recombinant PREPL, fluorescence polarization activity-based probe; in the data active = inhibition above about 43%;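 also: 0% = enzyme with DMSO and 100% = wells lacking enzyme; many of its hits are not listed in these tables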
# PAFAH1B3 inh: PAFAH1B3 enzyme inhibitors, primary screen, biochemical, fluorescence polarization, human. recombinant PAFAH1B3, FP-rhodamine probe. Platelet-activating factor acetylhydrolase IB subunit alpha1 (Homo sapiens), Q15102. 0.28% of 340,000 active. AID 492972, 2010. inhibition, % at 3.39 µM;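 active = inhibition above the screen-wide average of all tested compounds plus 3 SD, cut at about 25% in these data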;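 also: 0% = enzyme with DMSO only and 100% = wells lacking PAFAH1B3 protein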
# PAFAH2 FP inh: PAFAH2 enzyme inhibitors, primary screen, biochemical, fluorescence polarization, human; Platelet-activating factor acetylhydrolase 2, cytoplasmic (Homo sapiens), Q99487; recombinant PAFAH2, FP-rhodamine activity probe; inhibition, % at 3.39 µM; 0.99% of 340,000 active; AID 492956, 2010;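 active = inhibition above the mean over all tested compounds plus 3 SD, cut at about 30% in these data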;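 also: inhibitors block probe labeling of enzyme so polarization drops; 0% = enzyme with DMSO and 100% = wells lacking PAFAH2 protein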
# pPAFAH FP inh: pPAFAH enzyme inhibitors, primary screen, biochemical, fluorescence polarization, human. Platelet-activating factor acetylhydrolase (Homo sapiens), Q13093. inhibition, % at 3.39 µM. recombinant pPAFAH, FP-rhodamine probe fluorescence polarization. 1.5% of 330,000 active;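 active = inhibition above the mean inhibition across the screen plus 3 SD, cut at about 25% in these data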;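 also: inhibitors block binding of the rhodamine activity-based probe so polarization drops; 0% = enzyme with DMSO and 100% = wells lacking pPAFAH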
# Target sequence (Q13093 whole entry, looked up): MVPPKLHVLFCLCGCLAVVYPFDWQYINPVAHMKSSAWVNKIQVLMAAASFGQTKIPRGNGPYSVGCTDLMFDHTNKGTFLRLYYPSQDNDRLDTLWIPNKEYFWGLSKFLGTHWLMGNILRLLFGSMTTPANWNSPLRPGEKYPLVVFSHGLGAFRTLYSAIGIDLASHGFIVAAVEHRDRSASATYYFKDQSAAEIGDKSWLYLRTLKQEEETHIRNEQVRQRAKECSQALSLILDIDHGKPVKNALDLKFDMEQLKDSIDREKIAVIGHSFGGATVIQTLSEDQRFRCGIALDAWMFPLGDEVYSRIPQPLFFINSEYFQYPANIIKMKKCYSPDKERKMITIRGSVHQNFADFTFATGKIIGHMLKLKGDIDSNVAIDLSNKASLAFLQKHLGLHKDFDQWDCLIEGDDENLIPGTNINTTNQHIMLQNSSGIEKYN
# PAFAH1B2 FP inh: PAFAH1B2 enzyme inhibitors, primary screen, biochemical, fluorescence polarization, human | Platelet-activating factor acetylhydrolase IB subunit alpha2 (Homo sapiens), P68402 | inhibition, % at 3.39 µM | AID 492953, 2010 | recombinant PAFAH1B2, FP-rhodamine activity probe | 1.2% of 340,000 active;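 active = inhibition above the mean of all tested compounds plus 3 SD, cut at about 24% in these data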;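 also: 0% = enzyme with DMSO and 100% = wells lacking PAFAH1B2; many of its hits are not listed in these tables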
# PAD4 FP inh: human PAD4 inhibitors, primary screen, biochemical, fluorescence polarization, 1536-well format; Protein-arginine deiminase type-4 (Homo sapiens), Q9UM07; recombinant PAD4, RCA probe fluorescence polarization; inhibition, % at 6.36 µM; 0.41% of 330,000 active;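 active = percent inhibition above a cutoff equal to the mean of all tested compounds plus 3 SD, cut at about 15% in these data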;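 also: 0% = PAD4 with RCA probe and DMSO and 100% = probe without PAD4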
# Numbers without * were called inactive; x = not tested or not shown. These rows are one share of the data; count on the stated rates, not on these rows.
SMILES,LYPLA2 counter,LYPLA1 counter,GSTO1 counter,PREPL inh,PAFAH1B3 inh,PAFAH2 FP inh,pPAFAH FP inh,PAFAH1B2 FP inh,PAD4 FP inh
Cc1cc(C)nc(/N=C(\N)Nc2ccc3c(c2)OCCO3)n1,-4,-6,9,0,9,-6,3,3,10
COc1ccc(/C=C2/SC(=O)N(NS(=O)(=O)c3ccccc3)C2=S)cc1OC,-3,-4,-6,1,-8,6,3,4,-2
CCc1cnccc1CCC(=O)Nc1ccccc1C,1,-1,6,18,-3,10,0,3,3
Brc1csc(/C=N/Nc2nc3ccccc3s2)c1,20,-10,-19,54*,15,-3,12,5,-3
Fc1c(F)c(F)c(/C=N/NC(=S)Nc2cccnc2)c(F)c1F,-2,-3,-15,9,1,8,0,4,-4
CC(=O)/C(=N/Nc1cccc(Cl)c1)N1CCOCC1,-1,4,-5,-1,0,-2,7,-3,-3
O=[N+]([O-])c1cc([N+](=O)[O-])c(N2CCOCC2)cc1NCc1ccccc1,8,4,-3,13,7,2,9,6,-4
O=C(Nc1ccc(F)cc1)NC1CCN(Cc2ccccc2)CC1,2,-4,4,1,0,-4,-6,4,-5
Cc1ccc(N2CC(C(=O)NCc3cccs3)CC2=O)cc1C (centres undefined),-8,3,21,9,3,-4,1,3,-3
COc1cccc2cc(C(=O)NCCc3ccccc3)c(=O)oc12,-7,-2,-12,8,5,3,-2,6,-3
O=C(Nc1nc2c(s1)CCCC2)c1cc(-c2ccccc2)nc2ccccc12,-5,-8,0,-4,-1,-11,-6,-7,-1
CCCn1c(NC(=O)CN2C(=O)NC3(CCCCC3)C2=O)nc2ccccc21,0,-2,-2,1,7,0,0,-2,-1
OCC1N=C(c2ccccn2)OC1c1ccccc1 (centres undefined),2,0,-3,-2,4,1,7,0,2
Cc1ccccc1CC(=O)N1CCN(S(=O)(=O)c2ccc(Cl)s2)CC1,x,x,x,30,-3,3,2,21,-1
COc1cc(C(=O)Nc2ccc(C)cc2C(NCC(=O)NN)c2ccccc2)cc(OC)c1OC (centres undefined),-8,-1,2,-16,1,2,4,4,-1

# Full records, quoted from the list. Values in the order: LYPLA2 counter, LYPLA1 counter, GSTO1 counter, PREPL inh, PAFAH1B3 inh, PAFAH2 FP inh, pPAFAH FP inh, PAFAH1B2 FP inh, PAD4 FP inh
# Results for `COc1cccc2cc(C(=O)NCCc3ccccc3)c(=O)oc12` → -7, -2, -12, 8, 5, 3, -2, 6, -3
# Results for `Cc1ccc(N2CC(C(=O)NCc3cccs3)CC2=O)cc1C` (centres undefined) → -8, 3, 21, 9, 3, -4, 1, 3, -3
# Results for `CCc1cnccc1CCC(=O)Nc1ccccc1C` → 1, -1, 6, 18, -3, 10, 0, 3, 3

# New compounds follow
SMILES,LYPLA2 counter,LYPLA1 counter,GSTO1 counter,PREPL inh,PAFAH1B3 inh,PAFAH2 FP inh,pPAFAH FP inh,PAFAH1B2 FP inh,PAD4 FP inh
CC(=O)Oc1ccccc1C(=O)Nc1ccccc1C(=O)N1CCCCC1,7,1,8,19,-7,1,4,2,-5
CC(=O)c1ccc(S(=O)(=O)N2CCN(C(=O)c3ccc(N)c([N+](=O)[O-])c3)CC2)cc1,9,-2,x,4,-6,3,3,8,4
COc1ccccc1C(=O)Nc1ccc(Nc2ccccc2)cc1,-1,3,3,-5,x,x,2,x,-1
CC(=O)c1sc(-c2cccc(Cl)c2)nc1C,3,0,6,-15,6,3,0,4,-7
O=C(Nc1nnc(CCN2CCCCC2)s1)c1ccc(Cl)cc1Cl,-3,-4,7,-7,-5,2,3,-8,2
CCn1c(SCC(=O)c2ccc(CNC(C)=O)o2)nnc1-c1cccs1,-4,0,5,-5,-2,-10,2,-5,-2
C[C@H](NC(=O)[C@H](Cc1ccccc1)n1c(=O)[nH]c2ccccc2c1=O)C(=O)N1CCC[C@H]1C(=O)O,1,-4,-1,6,14,7,2,5,4
CCOC(=O)c1c(C)[nH]c(C)c1S(=O)(=O)NCCc1ccco1,-8,-3,0,3,1,0,4,1,-3
COc1ccc(C(=O)NCC2(c3ccccc3)CCOCC2)cc1,-2,-2,3,19,0,-4,-2,10,3
Cc1c(Cl)cccc1NC(=S)NNS(=O)(=O)c1ccc([N+](=O)[O-])cc1,8,1,3,18,15,3,-3,8,-1
COC(=O)c1cccc(NC(=O)/C=C/c2ccc([N+](=O)[O-])cc2)c1,-3,2,-6,11,2,-8,2,-4,-4
COc1cc2c(O)c3c(c(-c4ccc5c(c4)OCO5)c2cc1OC)C(=O)OC3,-6,-6,7,-3,10,9,6,3,-5
CCOC(=O)C1(C)NC(c2ccco2)C2C(=O)N(C)C(=O)C21 (centres undefined),-12,-4,1,0,-3,5,-1,3,-2
O=C(NCCCN1CCOCC1)c1ccccc1-c1ccccc1,-5,3,11,0,-7,-4,11,-1,-1
CC(C)(C)N1C(=O)c2ccc(C(=O)Nc3nccs3)cc2C1=O,4,4,-4,-3,7,-11,2,3,-5
Cc1cc(-c2nnc(SCC(=O)Nc3ccccc3)n2C)no1,4,-1,-1,0,3,-1,4,-1,7
CC(=O)c1ccc(OC(=O)C2c3ccccc3Oc3ccccc32)cc1,-2,-4,-7,-1,6,0,0,22,3
C/C=C/c1ccc(OCCOc2cc(C=O)ccc2OC)c(OC)c1,3,1,0,-5,-3,5,28*,8,-3
CCOc1ccc(N=C2NC(=O)CS2)cc1,0,-1,1,-5,0,0,4,-4,-2
CCN(CC(=O)Nc1ccc(NC(C)=O)cc1)C(=O)Cc1ccccc1F,4,0,-3,4,4,13,1,5,0
COc1cccc(C(=O)COC(=O)C(C)N2C(=O)c3ccccc3C2=O)c1 (centres undefined),4,3,-3,-5,-1,-4,4,1,2
COc1ccc(Cc2noc(CN3CCN(c4ccc(Cl)cn4)CC3)n2)cc1OC,1,1,7,-22,5,-1,1,2,-1
CCN(C(=O)CSc1nnc(-c2ccncc2)n1-c1ccccc1)C1CCS(=O)(=O)C1 (centres undefined),-1,-2,9,8,4,-3,-7,2,3
O=S(=O)(Cc1nnnn1-c1ccccc1)c1ccccc1,0,-2,5,-7,-2,2,3,-2,2
CN(C)/N=C/c1ccc(OS(=O)(=O)c2ccccc2)cc1,1,1,0,-4,4,-3,-11,7,1
COc1ccccc1-c1nnc(SCC(=O)NC2CCCCC2)n1N,x,x,x,-2,7,-8,3,-1,0
Cc1ccc(Cl)cc1NC(=S)N(CCN(C)C)C(C)c1ccccn1 (centres undefined),5,3,2,14,4,2,4,5,0
CCn1c(SCC(=O)Nc2cc(C)on2)nnc1-c1ccncc1,3,-1,-2,-1,16,-10,-6,2,-6
O=C(c1ccc2nc(-c3ccco3)c(-c3ccco3)nc2c1)N1CCN(c2ccccc2)CC1,6,0,14,4,13,10,23,-1,-10
COc1ccc2c(c1)C(c1ccccc1)NC(=O)C2 (centres undefined),-11,-3,3,-7,7,-2,-6,1,4
CN(CC(=O)NC1CCCCC1)S(=O)(=O)c1ccc(Cl)cc1,-1,4,-7,1,0,-3,-4,-2,7
O=C(NCc1ccccc1CN1CCCC1)c1cccc(S(=O)(=O)N2CCCC2)c1,3,-3,x,12,5,-2,6,-3,4
COC(=O)C1=C(Nc2ccc(C)cc2)C=C(C)C(C(=O)OC)C1c1ccc(OC)cc1 (centres undefined),1,-2,-3,12,6,4,0,0,-1
O=C(NC1CCCCC1)C(=S)NC1CCCCC1,4,4,0,-3,x,x,4,x,-1
CN(CC(=O)Nc1cccc(F)c1)C(=O)c1cn(-c2ccccc2)nc1-c1ccccc1,-15,-9,-6,-46,-5,-8,2,4,-2
S=C(NCc1ccc2[nH]c3c(c2c1)CCCC3)Nc1ccccc1Cl,-8,-11,-5,3,5,-1,14,5,-1
O=C(CCCCCNC(=O)c1ccccc1)N=Nc1c(O)[nH]c2c(Br)cc(Br)cc12,8,3,57*,20,x,x,6,x,0
CCC(=O)N1c2ccc(S(=O)(=O)NCc3ccco3)cc2CC1C (centres undefined),12,2,5,-3,11,1,2,2,2
O=C(Nc1cccc(Cl)c1)NC1CC2CCC(C1)N2Cc1cccs1 (centres undefined),1,-6,18,15,-2,1,-3,4,-7
CCOC(=O)C1(CCOc2ccccc2)CCN(Cc2cccc(-n3cccn3)c2)CC1,0,-2,8,-94,5,3,6,3,-3
CC1=NN(c2ccccc2)C(=O)/C1=C\c1sccc1C,2,0,22,2,-2,15,2,2,-8
O=C(CCN1C(=O)c2ccccc2C1=O)NC(=S)Nc1ccccc1Cl,4,-4,4,-30,-3,-21,6,-3,-6
COc1ccc(-n2cccc2C=O)cc1OC,2,-2,3,12,8,-10,1,2,-7
Cc1ccc(OCCCC(=O)NC2CCCCC2)cc1,3,-4,0,-6,2,-2,-2,1,1
O=C(N/N=C/c1ccc(OC(=O)c2ccccc2)c([N+](=O)[O-])c1)c1ccc(O)cc1,0,-4,4,2,7,-5,1,3,0
Cc1ccccc1CN(CC1CCC(C(=O)O)CC1)C(=S)Nc1ccccc1F (centres undefined),-7,-4,-2,-7,1,-4,2,9,5
O=c1c(-c2c(O)cc(O)c3c(=O)cc(-c4ccc(O)cc4)oc23)c(-c2ccc(O)cc2)oc2cc(O)cc(O)c12,-22,-25,-25,1,44*,21,66*,17,-3
O=S(=O)(Nc1ccc(O)c(Sc2nc3ccccc3s2)c1)c1ccc(F)cc1,-4,-8,5,-24,-8,-3,52*,14,-20
COc1ccc(NC(=O)c2cc3c(=O)n4ccccc4nc3n2C)c(OC)c1,-6,2,6,7,-4,-2,4,-2,4
O=C(Cn1nc(-c2ccccc2)ccc1=O)NCc1ccc(F)cc1,8,1,2,5,-6,2,-4,-3,-3
COCCn1cc(C(=S)N2CCOCC2)c2ccccc21,-2,0,3,8,11,6,-1,6,0
Cc1ccccc1-c1nc(CS(=O)(=O)CC(=O)Nc2cc(F)ccc2F)c(C)o1,-3,-2,-2,-51,0,3,-5,4,3
COc1cccc(N2CC(O)=C(c3nc4ccccc4c(=O)[nH]3)C2=N)c1,0,1,-12,6,-4,-1,0,3,0
Cc1cc(OC(C)C(=O)Nc2ccccc2C(=O)N2CCCC2)ccc1Cl (centres undefined),6,3,5,15,7,5,2,13,2
Cc1cccc2c1cnn2C(=O)CCC(=O)N1CCC(C)CC1,4,1,2,-1,1,0,2,2,0
CCOC(=O)c1cc2c(ccn2C)n1Cc1ccccc1C,6,-1,2,8,0,1,11,0,-3
CCOc1ccccc1NS(=O)(=O)c1ccc(OC)c(OC)c1,0,-4,1,-7,5,3,2,8,-2
Cc1ccc(NC(=S)NNC(=O)c2nn(C)cc2Cl)cc1,3,1,9,-2,8,9,5,2,-2
O=C(NCC1CCCO1)c1nn2c(C(F)(F)F)cc(-c3cccs3)nc2c1Br (centres undefined),-2,0,-4,-3,-4,6,9,-2,5
CCOC(=O)c1csc(NC(C)=O)n1,7,4,8,5,7,5,6,5,-2
